# Screening results: PubChem BioAssay, several laboratories
# SR-BI DiI-HDL act – activators of SR-BI mediated DiI-HDL uptake, primary screen, ldlA[mSR-BI] CHO cells, DiI fluorescence; 3 h; 100 = double the neutral-control signal; activation, % at 12.5 µM; 320,000 tested, 0.096% active;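 active means mean replicate activation of at least 60% and every replicate at or above 60%; inconclusive means mean or all-replicate condition met, but not both; inactive means mean below 60% and not all replicates reaching 60%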;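 further: 0% = median plate neutral-control signal and 100% = twice that signal; values of inactives mirror those of a sister screen read the other way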
#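 Material: SR-BI-overexpressing, LDLR-lacking CHO cells | Dosing: Single compound concentration, delivered by pin transfer | Probe or stimulus: Labelled HDL, 10 µg/mL | Signal: Bottom-read cell fluorescence after medium removal, ex 550/em 595 nm | Schedule: 3 h, 37 °C | Evaluation: HDL uptake via cellular fluorescence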
# CAL PDZ FP-1 – untagged CAL PDZ binding inhibitors, primary screen, biochemical, fluorescence polarization, HTS; Golgi-associated PDZ and coiled-coil motif-containing protein (Homo sapiens), Q9HD26; purified CAL PDZ, TMR-peptide fluorescence polarization, 1 h; inhibition, % at 24.9 µM; 300,000 tested, 0.92% active; AID 602252, 2012;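 active means mean inhibition of at least 30% with at least half of replicates also reaching 30%; inconclusive means no clear call, values can overlap the other calls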;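 further: 0% = DMSO neutral control and 100% = excess unlabeled competitor peptide PRC23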
# phage Ecoli inh – growth loss of phage-infected E. coli, primary screen, RecBCD inhibitor project, absorbance, with phage, HTS; inhibition, % at 11.9 µM; 360,000 tested, 0.26% active; AID 651602, 2012; in the data active means inhibition above about 11%
# AddAB inh – growth inhibition of E. coli expressing H. pylori AddAB, primary screen, AddAB inhibitor project, absorbance | inhibition, % at 11.9 µM | 330,000 tested, 0.29% active; in the data active means inhibition above about 12%;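 further: 0% = vehicle wells of infected cells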
# MITF TRPM1 HTS – activators of MITF-driven TRPM1 promoter reporter, primary screen, cell-based, SK-MEL-5, luciferase, single point; SK-MEL-5 TRPM1-promoter luciferase, 24 h; % of positive control, neutral wells = 0; activation, % at 12.5 µM; 300,000 tested, 0.75% active; AID 588334, 2011;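 active means mean activation of at least 80% with every replicate also reaching 80%; inconclusive means mean reaches 80% but some replicate falls short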;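 further: 0% = neutral control wells and 100% = parthenolide positive control wells; values of inactives mirror those of a sister screen read the other way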
# SR-BI DiI inh – inhibitors of SR-BI mediated HDL lipid uptake, primary screen, ldlA[mSR-BI] cells, fluorescence, single point. ldlA[mSR-BI] CHO cells, DiI-HDL uptake fluorescence, 3 h. inhibition, % at 12.5 µM. 320,000 tested, 0.96% active. AID 488896, 2010;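 active means mean replicate inhibition of at least 70% and a set share of replicates each scoring 70 or more; inconclusive means meets just one of the two criteria; inactive means fails both criteria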;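 further: 0% = median of neutral control wells and 100% = median of positive control wells; values of inactives mirror those of a sister screen read the other way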
# Target sequence (Q61009 whole entry, looked up): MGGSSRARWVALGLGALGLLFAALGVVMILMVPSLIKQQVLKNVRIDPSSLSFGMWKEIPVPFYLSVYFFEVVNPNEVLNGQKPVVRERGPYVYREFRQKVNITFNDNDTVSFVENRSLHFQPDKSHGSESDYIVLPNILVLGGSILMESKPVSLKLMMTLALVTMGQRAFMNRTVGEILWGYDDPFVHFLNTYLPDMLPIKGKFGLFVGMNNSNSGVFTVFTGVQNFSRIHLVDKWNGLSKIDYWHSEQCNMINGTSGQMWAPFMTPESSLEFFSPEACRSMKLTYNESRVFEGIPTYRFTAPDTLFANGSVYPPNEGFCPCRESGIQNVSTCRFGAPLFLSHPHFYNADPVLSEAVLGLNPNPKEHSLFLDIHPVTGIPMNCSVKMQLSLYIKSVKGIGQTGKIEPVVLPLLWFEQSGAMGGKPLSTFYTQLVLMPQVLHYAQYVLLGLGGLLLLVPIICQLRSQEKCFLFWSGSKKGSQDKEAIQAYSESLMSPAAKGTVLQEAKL
# CAL PDZ FP-2 – CAL PDZ peptide-binding inhibitors, primary screen, biochemical, fluorescence polarization, Cer-tagged CAL PDZ, HTS. AID 504414, 2011. purified CAL PDZ, TMR-peptide fluorescence polarization, 1 h. Golgi-associated PDZ and coiled-coil motif-containing protein (Homo sapiens), Q9HD26. 330,000 tested, 0.02% active. inhibition, % at 20 µM;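 active means highest replicate inhibition of at least 40%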;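 further: plate controls were DMSO neutral control wells for no effect and unlabeled competitor peptide control wells for full effect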
#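 Test system: tagged CAL PDZ domain / Buffer or medium: sodium phosphate/NaCl buffer pH 7.4 with TCEP, IgG, Thesit / Reagent: TMR-labelled reporter peptide T*-PRC34 bound in PDZ groove / Compound dosing: single point, 20 µM / Schedule: 1 h incubation at room temperature before polarization reading / Technique: fluorescence polarization (mP) / Benchmarks: unlabelled peptide, DMSO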
# Wnt bcat act – Wnt/beta-catenin pathway activators, primary screen, cell-based, plate reader, single point. 300,000 tested, 1.2% active. Wnt/beta-catenin reporter cell assay, activator. activation, % at 9.35 µM; in the data active means activation above about 30%, passing the limit was not always enough; inconclusive means no clear call, values can overlap the other calls;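 further: 0% = neutral control wells and 100% = positive control wells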
# E coli growth – E. coli V3065 growth inhibition, primary screen, counter-screen for AddAB inhibitor project, absorbance, OD600 | 330,000 tested, 0.27% active | 18 h | inhibition, % at 11.9 µM;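 active means inhibition above the campaign's mean inhibition across all tested compounds plus 3 SD, cut at about 9.9% in these data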;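 further: uninfected addAB+ strain grown without phage in ampicillin broth; 0% = DMSO wells and 100% = ciprofloxacin 0.95 µg/ml wells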
# Tat transport – E. coli Tat export inhibitors, primary screen, MC4100, TorA-mCherry reporter, fluorescence, single point. inhibition, % at 10 µM. 340,000 tested, 0.036% active;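 active means mean replicate inhibition at least 50% and at least half of replicates individually reaching 50%; inconclusive means only one of the two criteria met; inactive means neither criterion met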;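 further: exported cargo escapes ClpAP degradation while cytoplasmic cargo is degraded and loses fluorescence; 0% = median of neutral control wells and 100% = median of NaSCN control wells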
# * = called active by the depositor; ? = inconclusive; . = no result given. Rows were taken by chance; about 3.6% have a hit in one of these screens.
# A first look (two entries):
SMILES,SR-BI DiI-HDL act,CAL PDZ FP-1,phage Ecoli inh,AddAB inh,MITF TRPM1 HTS,SR-BI DiI inh,CAL PDZ FP-2,Wnt bcat act,E coli growth,Tat transport
Cc1cc(Cl)c2oc(C(=O)N(C)Cc3cc(C)[nH]n3)c(C)c2c1,-16,-3,-0.1,-1.3,4,16,0.1,9,-1.2,5
CCNC(=S)N(Cc1cc2c(C)ccc(C)c2[nH]c1=O)C1CCCC1,-5,-7,2.1,0.6,2,5,16,12,-1.2,-4

# This part in full, from the first entry:
SMILES,SR-BI DiI-HDL act,CAL PDZ FP-1,phage Ecoli inh,AddAB inh,MITF TRPM1 HTS,SR-BI DiI inh,CAL PDZ FP-2,Wnt bcat act,E coli growth,Tat transport
Cc1cc(Cl)c2oc(C(=O)N(C)Cc3cc(C)[nH]n3)c(C)c2c1,-16,-3,-0.1,-1.3,4,16,0.1,9,-1.2,5
CCNC(=S)N(Cc1cc2c(C)ccc(C)c2[nH]c1=O)C1CCCC1,-5,-7,2.1,0.6,2,5,16,12,-1.2,-4
CCOC(=O)c1c(-c2ccc(F)cc2)csc1NC(=O)CCN1C(=O)c2ccccc2C1=O,22,-3,1.8,0.9,-7,-22,-0.8,-1,-2.2,-7
CCC(C)(C)NC(=O)C(c1ccc(C)cc1)N(Cc1cccnc1)C(=O)c1csnn1 (centres undefined),16,2,-2.0,2.4,.,-16,-0.2,-5,-0.4,8
Cc1nnc(SCC(=O)Nc2ccc([N+](=O)[O-])cc2)n1C,.,.,0.9,2.2,3,.,0.9,-2,0.9,-7
NC(=O)C1Cc2ccccc2CN1C(=O)c1cc(C2CC2)nn1-c1ccccc1 (centres undefined),-56,-11,0.8,2.5,-4,56,0.8,2,-0.3,9
CC(C)CCOc1cccc(OCC(=O)O)c1,19,2,1.7,.,3,-19,-0.6,-8,.,-2
CCC(CC)NC(=O)c1ccc(Cl)cc1,16,2,1.0,2.1,0,-16,-0.4,-4,1.0,0
Cc1nnc(SCC(=O)N(Cc2ccccc2)C(C)(C)C)[nH]c1=O,?,-2,1.7,1.9,8,-67,-0.5,-8,-1.4,6
CCCCc1sc(-c2c(C#N)c(N)nc3c2CCCCC3)cc1[N+](=O)[O-],-27,-4,3.0,1.3,-12,27,-3.4,-1,2.2,-3
COC(=O)N/N=C/c1ccc(-c2ccc(Cl)c(Cl)c2)o1,7,-6,4.7,1.7,56,-7,-1.2,1,0.2,3
O=C1Cc2ccccc2N1c1ccccc1,25,-5,0.5,-2.5,14,-25,-1.0,.,-2.3,-8
Cc1cccc(C)c1NC(=S)N1CC(C)OC(C)C1 (centres undefined),10,-1,1.6,0.8,1,-10,0.9,-1,2.7,-4
O=C(c1ccco1)N1N=C(c2ccccc2)CC1c1ccc2nccnc2c1 (centres undefined),-11,.,1.8,0.9,.,11,-1.9,7,-1.8,1
Cc1cc2cc(C#N)c(SCC(=O)Nc3nonc3C)nc2cc1C,-7,-2,-1.4,2.9,14,7,-1.9,9,0.3,-6
CCOC(=O)c1[nH]c(C)c(C(=O)OCC(=O)N(CC)C2CCS(=O)(=O)C2)c1C (centres undefined),-1,3,0.5,3.1,11,1,.,-1,-2.2,-3
COCCOc1ccc(C(F)(F)F)cc1NC(=O)COC(=O)c1cc[n+]([O-])cc1,15,-5,1.3,-1.0,2,-15,-1.7,3,2.2,3
COc1ccc(C[C@@H]2CN3C(=NC[C@@H]3C)N2C[C@H](C)NC(=O)CCC2CCCCC2)cc1,21,0,1.8,6.0,19,-21,-1.1,4,-0.5,2
CCCn1cc(C(=O)OCC)c(=O)c2cc(F)c(F)cc21,11,-4,0.8,4.0,.,-11,0.2,3,1.5,3
Cc1cc(N=NC(=O)c2ccccc2O)c2ccccc2c1O,13,-2,5.7,0.2,9,-13,-1.4,11,2.8,1
CCOc1ccccc1/C=N/n1c(COc2ccccc2)n[nH]c1=S,1,-2,0.9,-1.3,-3,-1,-1.2,-3,-2.6,3
O=C(COC(=O)Cc1ccc(Br)cc1)Nc1c(F)c(F)c(F)c(F)c1F,-10,-1,2.0,2.3,9,10,-2.1,1,0.3,5
O=C(Nc1ccccn1)c1ccc(COc2ccccc2Cl)o1,8,1,4.2,4.6,.,-8,.,5,-2.4,-8
COc1ccc(-c2nc3ccccn3c2Cl)cc1,0,-7,2.1,-2.5,17,0,-0.6,?,-0.4,-10
C=C1/C=C(\C)C(C)(O)CC(O)CC(=O)C(O)C(O)C(C)CC(C)OC(=O)/C(C)=C/CC/C=C/C(OC)C(O)CC(C)C1 (centres undefined),-15,0,.,0.9,-20,15,-0.6,.,0.4,10
O=C(NC1CCCc2c1cnn2-c1ccc(F)cc1F)c1ccccc1N1CCOCC1 (centres undefined),3,-3,-1.5,2.1,-2,-3,-0.5,0,-1.6,6
O=C(NCCN1CCN(c2ccccc2)CC1)Nc1ccc(Cl)cc1,8,-5,2.5,-0.2,21,-8,-2.6,-2,0.6,-3
CC(Oc1ccccc1F)C(=O)NNC(=O)Cc1ccc(S(=O)(=O)N2CCOCC2)s1 (centres undefined),-19,-6,2.5,.,6,20,1.2,-3,.,-7
COCCN(C(=O)CSc1nnc(-c2ccc(Cl)cc2)o1)c1c(N)n(CC(C)C)c(=O)[nH]c1=O,-2,-3,0.9,0.9,-8,2,-2.0,0,1.6,-5
Cc1ccc(C)c(NC(=S)Nc2cccnc2)c1,4,2,2.7,-1.0,3,-4,0.1,-1,-1.1,0
OC(CCCN1CCCCC1)(c1ccccc1)c1ccc(C(F)(F)F)cc1 (centres undefined),19,-4,1.7,.,4,-19,-0.7,-3,.,-1
NS(=O)(=O)c1cc2c(cc1Cl)NC(CSCc1ccccc1)=NS2(=O)=O,14,.,3.0,-2.2,0,0,-1.3,0,-1.1,-12
Cc1ccccc1C1NC(=O)c2ccccc2O1 (centres undefined),-21,-4,1.1,2.6,.,21,-1.5,2,0.4,13
O=C(Nc1ccc(N2CCOCC2)cc1N1CCOCC1)c1ccc(Cl)cc1,-20,0,0.2,2.3,-5,20,-1.7,0,2.9,-7
Cc1cc(S(=O)(=O)N2CCN(C(=O)CCC(=O)N3CCOCC3)CC2)ccc1Br,8,9,0.3,3.7,5,-8,-0.8,-4,-0.3,4
CN1C(=O)NC(NC(=O)c2ccco2)(C(F)(F)F)C1=O (centres undefined),17,-6,-0.2,0.5,.,-17,15,.,0.7,5
Cc1ccc(NC(=O)C2CCN(S(=O)(=O)c3ccc4c(c3)C(C)(C)C(=O)N4C)CC2)c(C)c1,8,.,-0.4,1.0,-6,-8,-0.2,-3,0.5,-4
C=CCNC(=S)NNC(=O)c1csc(C)c1C,16,-2,-0.4,3.2,-6,-16,0.6,.,1.6,-3
O=C(Nc1ccccc1C(=O)OC1CCOC1=O)c1ccco1 (centres undefined),-6,0,2.3,-0.2,.,6,-0.5,-4,-1.3,-2
CC(NC(=O)Cc1ccc(Br)cc1)c1ccccc1 (centres undefined),28,-4,0.4,0.4,4,-28,.,2,0.1,-3
Cc1ccc(-n2c(=O)[nH]c3c(oc4ccccc43)c2=O)cc1,8,-1,1.2,0.3,9,-8,-0.9,5,-0.1,3
O=C(NCc1cccnc1)C1CC(=O)N(c2ccc(Cl)cc2)C1 (centres undefined),-11,-2,1.5,0.6,8,11,0.2,8,-1.2,4
C1=C(c2ccc(-c3ccccc3)cc2)Nc2ncnn2C1c1ccco1 (centres undefined),1,-3,-0.5,.,18,-1,-0.3,0,.,-6
CCCc1cc(=O)n2[nH]c(C(F)(F)F)nc2n1,17,-4,4.0,0.2,-5,-17,-0.1,-1,-0.4,-11
Cc1oc2c(C)c(O)ccc2c(=O)c1-c1cnn(-c2ccccc2)c1,-16,-5,2.0,-2.4,.,16,-3.3,5,-2.3,-3
C/C(=N\NC(=O)Cc1ccc(Cl)cc1)c1ccccc1O,13,1,2.3,-0.3,.,-13,-0.4,-2,-1.1,4
O=C(CSc1ncnc2c1cnn2-c1ccccc1)NCC1CCCO1 (centres undefined),0,-2,1.1,0.3,-35,0,-2.8,-2,0.0,-6
COc1cc(O)c(C(CC(=O)N2CCCC(C)C2)c2ccc(N(C)C)cc2)c(OC)c1 (centres undefined),11,1,0.6,1.4,-1,-11,0.4,1,-1.7,16
CC1(c2ccc(OC(F)F)cc2)NC(=O)N(CC(=O)Nc2ccc(OC(F)F)cc2)C1=O (centres undefined),.,-3,1.9,0.8,.,.,-1.7,-2,-1.8,0
Cc1ccc2oc(=O)c3cnn(CC(=O)Nc4cc(-c5cccc(F)c5)no4)c3c2c1,24,.,4.0,0.2,.,-24,-1.1,-2,-1.1,0
CC(O)CNc1nc2ccccc2n1CC(=O)N1CCN(Cc2ccccc2)CC1 (centres undefined),11,1,1.8,3.3,-2,-11,-0.2,-2,1.5,-2
Cc1cccc(N(C(=O)Cn2nnc3ccccc32)C(C(=O)NC(C)(C)C)c2ccsc2)c1C (centres undefined),10,2,0.3,0.1,4,-10,-1.1,.,-0.6,-5
O=c1cc(-c2ccco2)oc2c1ccc1ccccc12,-17,3,0.6,0.2,10,17,-2.6,-2,1.4,-4
Cc1ccc(S(=O)(=O)N2CCOCC2)cc1NC(=O)Cn1c(=O)ccn(Cc2ccccc2)c1=O,3,3,0.3,.,-8,-3,-0.4,-5,.,2
O=C(NCCCc1ccccc1)C1CCC(=O)N(Cc2ccc(Cl)cc2)C1 (centres undefined),3,-6,0.9,-0.8,-3,-3,-0.1,8,-2.0,16
CCCc1c(C(=O)NNc2cccc(Cl)c2)cnn1-c1ccccc1,0,-3,-0.3,0.5,.,0,-1.7,-3,1.1,1
Cc1nnc(SCc2ccc(Cl)cc2)nc1/C=C/N(C)C,-17,-1,3.4,-1.8,4,17,-6.2,-4,-0.1,23
COc1ccc(NC(=O)CN2CCN(CC(=O)Nc3ccc(F)cc3)CC2)c(OC)c1,-26,-5,2.2,0.3,-11,26,-1.2,3,-3.3,-2
Nc1ncnc(NCc2ccccc2)c1[N+](=O)[O-],28,3,5.0,-1.2,1,-28,-1.5,-9,-1.2,3
COc1ccc(C(=O)N/C(=C\c2cccc3ccccc23)C(=O)N2CCN(C)CC2)cc1OC,-4,-6,2.4,0.6,1,4,-1.9,-1,-0.8,-11
